Screens from PubChem.
MEX-5 binding = C. elegans MEX-5 TCR-2 RNA binding activity | AID 1832 | actives 0.38% (n = 300,000) | activity score (negative = inhibition of binding), % at 10 µM | MEX-5/FITC-TCR2 RNA binding, fluorescence polarization; active compounds read low | Q9XUB2;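 active means inhibition past about -25% in most replicates, and total fluorescence under double the plate's negative control median, limit read from the data; inconclusive means replicates evenly split on the limit, or fluorescence at least double controls; inactive means too little inhibition in most replicates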;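 further: 0% = DMSO and -100% = 5 µM competing unlabeled TCR2 RNA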
GLD-1 RNA inh = GLD-1-TGE RNA interaction inhibition (C. elegans); purified GLD-1 + fluorescein TGE RNA, fluorescence polarization; inhibition, % at 5.96 µM; Q17339; AID 2280; actives 0.44% (n = 320,000);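 active means percent inhibition above a per-plate cutoff, the plate mean of test compounds plus 3 SD, cut at about 30% in these data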;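 further: 0% = DMSO wells with GLD-1 and probe and 100% = wells lacking GLD-1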
BCLXL inh = inhibitors of human Bcl-xL. inhibition, % at 10.9 µM. GST-Bcl-xL / FITC-Bim BH3 peptide fluorescence polarization. Q07817. actives 0.7% (n = 320,000). AID 2129;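 active means inhibition above the mean of all tested compounds plus 3 SD, cutoff set per campaign, cut at about 30% in these data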;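 further: 0% = DMSO wells and 100% = unlabeled Bim-BH3 peptide competitor; inhibitors lower millipolarization by displacing the labeled peptide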
Target sequence (Q07817 whole entry, looked up): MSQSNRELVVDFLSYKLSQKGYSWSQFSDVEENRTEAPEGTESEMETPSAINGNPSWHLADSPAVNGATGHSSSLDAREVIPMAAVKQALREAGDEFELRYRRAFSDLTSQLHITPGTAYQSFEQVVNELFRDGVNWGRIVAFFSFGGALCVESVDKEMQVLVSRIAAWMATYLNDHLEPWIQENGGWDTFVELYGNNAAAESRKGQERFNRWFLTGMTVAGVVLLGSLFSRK
GRK2 aptamer HTS = inhibitors of human GRK2 displacing RNA aptamer; P25098; bead flow cytometry, FAM-aptamer displacement from GRK2; inhibition of aptamer binding, % at 10 µM; actives 0.59% (n = 330,000); AID 488847;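 active means inhibition of aptamer binding above 40%, roughly 3 SD of noise, on plates passing a quality check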;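 further: median bead fluorescence of bound FAM aptamer so fluorescent compounds give negative values; no value below 0 was filed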
Target sequence (P25098 whole entry, looked up): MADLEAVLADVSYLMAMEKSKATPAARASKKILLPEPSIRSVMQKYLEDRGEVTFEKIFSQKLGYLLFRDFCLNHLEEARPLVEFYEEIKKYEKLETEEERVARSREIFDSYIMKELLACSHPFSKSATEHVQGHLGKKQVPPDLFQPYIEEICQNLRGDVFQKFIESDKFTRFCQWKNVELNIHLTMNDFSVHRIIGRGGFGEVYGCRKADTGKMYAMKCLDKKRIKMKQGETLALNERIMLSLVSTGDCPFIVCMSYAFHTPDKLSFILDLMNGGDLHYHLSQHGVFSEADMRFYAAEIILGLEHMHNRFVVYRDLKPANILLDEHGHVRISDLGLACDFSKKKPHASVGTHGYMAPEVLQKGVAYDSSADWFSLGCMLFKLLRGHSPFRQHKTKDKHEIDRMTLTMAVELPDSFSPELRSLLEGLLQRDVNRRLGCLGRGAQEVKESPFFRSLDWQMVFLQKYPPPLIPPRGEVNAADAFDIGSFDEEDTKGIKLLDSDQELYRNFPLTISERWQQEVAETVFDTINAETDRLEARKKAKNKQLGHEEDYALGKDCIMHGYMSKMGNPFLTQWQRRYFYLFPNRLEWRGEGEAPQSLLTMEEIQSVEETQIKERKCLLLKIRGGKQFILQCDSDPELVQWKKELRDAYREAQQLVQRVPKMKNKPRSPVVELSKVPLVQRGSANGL
Fam108B counter = Fam108B inhibition, counter-screen for RBBP9 inhibitors; recombinant Fam108B, FP-Rh probe fluorescence polarization; inhibition, % at 9.51 µM; actives 0.33% (n = 300,000);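 active means inhibition above the screen mean inhibition plus 3 SD, computed separately per campaign, cut at about 18% in these data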;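 further: inhibitors lower polarization as less probe binds the enzyme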
VLA-4 inh = inhibition in a human VLA-4 binding assay | inhibition, % (about 7 µM as worked out from the volumes in the protocol) | actives 0.2% (n = 330,000) | VLA-4 expressing cells, ligand binding flow cytometry | AID 2557; in the data active means inhibition above about 50%
AGP1 TOR yeast = alters AGP1-GFP fluorescence in TOR pathway yeast screen | S. cerevisiae AGP1-GFP multiplex flow cytometry, 3 h; GFP as percent of DMSO wells | GFP response vs DMSO, % at 10 µM | actives 0.02% (n = 320,000);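 active means GFP response relative to DMSO above a set limit, near screen average plus 3 SD, cut at about 150% in these data; inconclusive means fewer than 70 cells counted for the yeast strain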;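 further: median GFP channel fluorescence of the gated AGP1 strain per well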
MCL1-BIM inh = MCL1-BIM-BH3 interaction inhibition (human) | Q07820 | GST-MCL1 / FITC-Bim-BH3 fluorescence polarization | inhibition, % at 10.9 µM | actives 0.68% (n = 320,000);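 active means inhibition above the mean inhibition of all tested compounds plus 3 SD, set per campaign, cut at about 40% in these data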;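 further: 0% = DMSO wells and 100% = unlabeled Bim-BH3 peptide control; higher means more loss of mP so more displacement of Bim peptide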
CIT2 TOR yeast = modulators of TOR pathway CIT2-GFP in S. cerevisiae. GFP response vs DMSO, % at 10 µM. actives 0.065% (n = 320,000). AID 2029. S. cerevisiae CIT2-GFP strain, flow cytometry, 3 h; 100 means same as DMSO wells;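 active means GFP response relative to DMSO above a set limit, near the screen mean plus 3 SD, cut at about 150% in these data; inconclusive means Fewer than 70 cells measured for a yeast strain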;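 further: ratio of well median GFP fluorescence to mean of DMSO wells on the plate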
* = called active by the depositor; u = inconclusive; x = no result given; [ ] = another dose, or the depositor's remark.

item	SMILES	MEX-5 binding	GRK2 aptamer HTS	AGP1 TOR yeast	BCLXL inh	MCL1-BIM inh	Fam108B counter	GLD-1 RNA inh	CIT2 TOR yeast	VLA-4 inh
1	COC(=O)c1ccc(CNC(=O)[C@@H]2CCCN2S(=O)(=O)c2ccccc2F)cc1	x	2	95	x	x	x	4	94	16
2	O=C(O)c1nccnc1C(=O)NCCc1c[nH]c2ccccc12	0.3	4	99	2	2	3	1	109	3
3	COc1ccc(CCN2C(=O)CS/C2=N\NC(=O)c2cccs2)cc1OC	1.8	2	105	4	3	0	7	106	-6
4	Cc1cccn2c(=O)c3cc(C(=O)NC4CCCCCC4)sc3nc12	-0.5	4	105	8	11	-4	2	101	14
5	CCCC(=O)Nc1ccc2c(c1)nc(CN1CCCCC1)n2C	-3.0	2	101	4	6	-3	-2	96	3
6	Cc1ccccc1OCC(=O)NCC(=O)N/N=C/c1ccc(Br)o1	2.2	0	91	1	0	-4	3	99	14
7	CCOC(=O)C1CCN(C(=O)CNC(=O)c2nn(-c3ccc(OC)cc3)c(=O)c3ccccc23)CC1	-0.8	4	98	4	7	2	-9	92	8
8	O=C(CN(Cc1ccccc1)S(=O)(=O)c1ccc2c(c1)OCCO2)Nc1ccc2c(c1)OCCO2	1.7	0	90	-1	-4	-3	-2	90	-17
9	CC(=O)N1N=C(c2ccccc2O)CC1c1cccs1 (centres undefined)	-4.1	1	94	1	2	2	10	93	5
10	COc1cc(CN2CCCC(N3CCc4ccccc4C3)C2)c(Cl)cc1O (centres undefined)	-1.2	0	106	4	9	1	5	123	9
11	CCSc1nnc(NC(=O)C2CCCCC2C(=O)OCC(F)(F)C(F)F)s1 (centres undefined)	-2.2	0	97	0	3	-6	5	106	7
12	Cc1ccsc1C(=O)Nc1n[nH]c(C(F)(F)F)n1	1.8	0	87	0	-2	1	-3	93	17
13	COc1ccccc1CNC(=O)C1CCN(S(=O)(=O)c2ccc(-n3cnnn3)cc2)CC1	1.3	0	u	1	5	3	5	u	-10
14	CC1Sc2ccc(S(=O)(=O)CCC(=O)N3CCCCC3)cc2NC1=O (centres undefined)	1.8	0	99	1	-2	6	-1	108	-4
15	O=C(NC1CC1)C1CCN(S(=O)(=O)c2ccc(Cl)cc2)CC1	1.1	0	99	3	-3	-3	2	102	16
16	CCOC(=O)N=S(N)(=O)c1ccccc1 (centres undefined)	1.3	4	103	0	6	-2	-2	104	5
17	CCN(C(=O)COC(=O)c1cccnc1SC)c1c(N)n(Cc2ccccc2)c(=O)[nH]c1=O	x	1	106	3	7	x	6	103	1
18	Cn1c(NN)nc2sc3c(c2c1=O)CC(C)(C)OC3	0.5	3	99	10	9	4	5	96	4
19	CCOC(=O)c1nc(Nc2ccccc2C)c2ccccc2n1	0.8	0	98	3	-2	4	3	98	-12
20	CCN(CC(=O)NCc1ccc(Cl)cc1)CC(=O)NC1(C#N)CCCC1	1.5	0	103	1	-1	0	-3	101	8
21	C=CC(=O)NC1CC2CCC1(C)C2(C)C (centres undefined)	1.5	1	100	5	5	0	0	89	11
22	COc1cccc(CNC(=O)C2CCN(c3nnc(N4CCCC4=O)s3)CC2)c1	1.3	2	89	1	2	0	-3	94	1
23	CC(C)[C@H](NC(=O)c1ccccc1F)C(=O)NNC(=O)c1cccs1	x	2	95	x	x	x	0	92	13
24	CCSc1nc2ccccc2n1C(=O)c1ccc(S(=O)(=O)N2CCCCCC2)cc1	1.4	0	104	3	-7	0	-1	101	-6
25	COc1ccc(-n2c(=S)[nH]c3cc(C(=O)Nc4cccc(C)c4)ccc3c2=O)cc1	-0.2	6	104	4	7	-27	1	98	14
26	c1csc(-c2nn3c(C4COc5ccccc5O4)nnc3s2)c1 (centres undefined)	-0.1	0	90	-1	0	4	6	107	-5
27	O=C(Nc1ccc(OC(F)(F)F)cc1)NC1CCC(Oc2ccc(C(=O)O)cc2)CC1 (centres undefined)	x	0	95	0	8	x	1	97	3
28	Cc1cccc(NC(=O)COc2coc(CN3CCN(Cc4ccccc4)CC3)cc2=O)c1	1.2	0	112	4	1	-1	-5	109	7
29	COc1cccc(-n2nnnc2SCC(=O)Nc2ccccc2OC)c1	-1.3	0	98	-2	-5	-3	8	100	5
30	CCN(C(=O)COC(=O)c1cncc(Br)c1)C1CCS(=O)(=O)C1 (centres undefined)	-3.3	1	86	7	7	3	2	94	-2
31	Cc1ccc(C)c(N2CCN(S(=O)(=O)c3cc4c(cc3C)NC(=O)CO4)CC2)c1	0.9	14	94	7	4	4	1	89	33
32	O=C(Nc1ccccc1)C1CCCN1C(=O)NCc1ccccc1 (centres undefined)	-0.7	0	90	5	-4	-3	0	106	4
33	C=CCNc1nc(NCCN2CCOCC2)nc(N2CCOCC2)n1	0.4	0	105	6	6	1	4	94	10
34	CC(C)c1ccc(NC(=O)NN2CCOCC2)cc1	-2.4	0	87[may fluoresce red]	-2	-10	0	3	91[may fluoresce red]	14
35	Cc1nn(CC(=O)Nc2ccncc2)c(C)c1[N+](=O)[O-]	1.3	1	104	0	11	7	0	106	1
36	CCc1ccc2[nH]c(=O)c(CN(Cc3ccc4c(c3)OCO4)Cc3nnnn3C3CCCC3)cc2c1	-0.2	3	95	3	-1	-5	10	96	-4
37	CCc1ccccc1OCC(=O)Nc1cc(S(=O)(=O)N(CC)CC)ccc1N1CCOCC1	x	0	103	2	0	x	-1	109	-3
38	COc1ccc(NC(=O)c2ccc(NC(=O)CSc3nc(N)cc(=O)[nH]3)cc2)cc1	x	0	105	4	4	x	-2	98	1
39	O=C(O)CCN1/C(=C/C=Nc2ccccc2)Oc2ccccc21	1.1	1	115	1	3	-2	-11	115	1
40	CCCN(CC1CCCO1)C(=O)CCc1nnc(-c2cc(C)on2)o1 (centres undefined)	-2.3	0	93	0	7	-1	-10	93	8
41	COC(=O)c1ccc(NC(=O)CSc2nnnn2C2CCCCC2)cc1	0.5	2	96	5	5	-2	3	x	1
42	O=C(Nc1ccc(F)cc1)c1nsc(Cl)c1Cl	-2.3	3	x	3	4	-3	7	85	-8
43	COc1cccc(CNC(=O)CCC2CCCN(C(=O)c3ccc(OC)o3)C2)c1 (centres undefined)	-4.8	0	103	5	6	-2	4	97	-1
44	COc1ccc(C2COC(=O)C2=N)c(NC(=O)c2ccc(Cl)cc2)c1 (centres undefined)	1.2	2	104	4	8	13	1	109	-12
45	Cc1ccccc1Oc1nc2c(C)cccn2c(=O)c1/C=C(\C#N)C(=O)Nc1c(C)n(C)n(-c2ccccc2)c1=O	2.5	0	97	6	1	-5	4	100	21
46	CCCC(=O)Nc1ccc(Oc2ccc(NC(=O)CCC)cc2)cc1	-3.0	0	109	4	0	-4	8	104	11
47	O=C(O)c1c(C(=O)O)c(-c2ccc(Br)cc2)n2c1CSC2	1.4	2	104	4	12	2	-10	104	11
48	Cc1cc(SCC(=O)Nc2c(C)n(C)n(-c3ccccc3)c2=O)nc2ccccc12	1.8	3	100	3	4	3	-2	99	1
49	CCOC(=O)C1(CCc2ccccc2)CCN(C(=O)CN2C(=O)CSC2=O)CC1	-0.1	92*	103	4	3	3	-1	94	-4
50	CC(NC(=O)C1CCC1)c1ccc(Br)cc1 (centres undefined)	3.6	0	110	2	2	6	0	110	10

Next part:
item	SMILES	MEX-5 binding	GRK2 aptamer HTS	AGP1 TOR yeast	BCLXL inh	MCL1-BIM inh	Fam108B counter	GLD-1 RNA inh	CIT2 TOR yeast	VLA-4 inh
51	O=C(CCC(=O)Nc1ccccc1Cl)N/N=C/c1c[nH]c2ccccc12	-0.8	9	97	7	6	5	3	105	-3
52	O=C(O)CC(CP(=O)(c1ccccc1)c1ccccc1)C(=O)O (centres undefined)	-2.1	18	105	1	7	-4	5	97	-11
53	Cc1noc(C)c1COc1ccc(C(=O)N2CCC(C)CC2)cc1	x	0	110	3	6	x	3	104	4
54	COc1ccc(NC(=O)CSCC(=O)N(C)Cc2ccc(Cl)c(Cl)c2)cc1	x	1	88	3	0	x	-5	90	-9
55	Cc1c(NC(=O)c2cc(=O)[nH]c3ccccc23)c(=O)n(-c2ccccc2)n1C	1.8	1	106	2	3	0	5	98	3
56	COC(=O)c1ccc(C(=O)NC2CC(C)(C)Cc3c2cnn3-c2ccc(F)cc2)nc1 (centres undefined)	-1.2	3	115	3	8	-2	-1	103	0
57	Cc1ccc(NC(=S)N2CCCCC2)cc1C	-3.2	0	99	-7	-11	2	3	91	-10
58	CC(=O)N(C(C)=O)n1c(C)nc2sc3c(c2c1=O)CCCC3	0.0	0	97	7	1	1	9	96	12
59	O=C(Nc1cccc(S(=O)(=O)NC2=NCCC2)c1)c1cc(=O)[nH]c2ccccc12	x	0	88	2	8	x	3	95	14
60	COc1ccc(N)c2c1C(=O)c1ccccc1C2=O	-1.0	8	92	16	23	12	14	98	35
61	CC1=C(C(=O)OCC2CCCO2)C(c2coc3ccc(Cl)cc3c2=O)C2=C(CCCC2=O)N1 (centres undefined)	-1.3	2	106	4	0	0	-6	100	23
62	CC(C)(C)SCCNC(=O)c1cccc([N+](=O)[O-])c1	-0.1	3	98	2	-8	0	2	100	10
63	CCn1ncc2c1C(=O)NC1c3ccccc3C(=O)N21 (centres undefined)	-0.7	1	102	7	5	2	2	102	-5
